# Screening results as filed in PubChem.
# Pol eta inh: inhibitors of human DNA polymerase eta; Q9Y253; recombinant Pol eta, fluorescent DNA replication assay; Potency, µM (top dose mostly 114 µM), inactives show at the highest dose activity change, negative = inhibition, hits mostly inhibitors; hit rate 1.2% among 390,000; further: potency means the concentration at half of the fitted maximal effect; on the % scale 0 is the no-effect control and ±100 the full control effect
#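 Pol eta (10 nM) was preincubated with compounds for 15 min at room temperature, after which fluorescent replication substrate (50 nM final) was added to start the reaction. Fluorescence was read kinetically at 0 and 10 min.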
# Pol kappa inh: inhibitors of human DNA polymerase kappa | AID 588579 | Potency, µM (series often up to 107 µM), inactives show at the highest dose activity, negative = inhibition, most hits filed as inhibitors | Q9UBT6 | hit rate 0.53% among 400,000 | purified Pol kappa, fluorescent DNA synthesis assay, 10 min; further: potency means the concentration at half of the fitted maximal effect; on the % scale 0 is the no-effect control and ±100 the full control effect
#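 Enzyme at 10 nM met test compounds for 15 min at room temperature. Substrate addition (50 nM final) began the reaction, which was monitored by fluorescence at 0 and 10 min.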
# POLI inh: blocks human DNA polymerase iota activity; Pol iota fluorescent replication assay, 10 min; AID 588590; hit rate 1% among 390,000; Potency, µM (series often up to 115 µM), inactives show top-dose activity, negative = inhibition, hits mostly inhibitors; further: potency means the concentration at half of the fitted maximal effect
#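 Fluorescent replication assay read twice, at 0 min and 10 min after adding 50 nM (final) substrate. Enzyme (10 nM) and compounds were first incubated 15 min at room temperature; enzyme-free buffer wells were negative controls.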
# LDHA inh: blocks human lactate dehydrogenase A; P00338; purified LDHA, NADH/diaphorase-resazurin fluorescence; stronger effect = lower value; activity change, % (values are at about 110 or 230 µM); AID 1347041; hit rate 0.15% among 480,000; in the data active means activity change below about -30%; inconclusive means mostly about -25% to -30%;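 further: plate controls were DMSO wells for no effect and wells without enzyme for full effect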
#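 Resorufin fluorescence (ex540/em590), read at 0 and 20 min after diaphorase/resazurin addition, reports the NADH left after a 5 min room-temperature reaction of 2 nM human LDH5 with 0.06 mM NADH and 0.2 mM pyruvate.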
# Anesthetic bind: binds horse apoferritin like a general anesthetic | P02791 | apoferritin/1-aminoanthracene competitive binding, fluorescence | Potency, µM (top dose mostly 77.5 µM), for inactives: at the highest dose activity change, negative = displacement, hits mostly inhibitors | hit rate 0.074% among 350,000 | AID 485281; further: potency means the concentration at half of the fitted maximal effect; on the % scale 0 is the no-effect control and ±100 the full control effect; nearly all actives have a fitted effect of over 20% in size
#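 Read-out: endpoint 1-AMA fluorescence, excitation 380 nm and emission 535 nm, after compounds sit 10 min at room temperature with 10 uM horse-spleen apoferritin in 50% saturated 1-AMA/PBS. Values come from four-parameter Hill fits.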
# GRP78 ERSR act: induces the endoplasmic reticulum stress response in human glioma cells | Potency, µM, inactives show at the highest dose activation, usual class: activators | U87-MG GRP78 promoter luciferase reporter, 16 h | hit rate 0.02% among 420,000; further: potency means the concentration at half of the fitted maximal effect; series mostly up to about 76 µM; % of control where 0% means no effect; nearly all actives have a fitted effect of over 35% in size
#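 Stably transfected U87-MG glioma cells carrying a GRP78-based luciferase sensor; 16 h compound incubation. Luminescence end-point read 10 min after Bright-Glo addition at room temperature.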
# BLM inh: blocks DNA unwinding by human BLM helicase; P54132; recombinant BLM DNA unwinding, fluorescence dequenching; Potency, µM (series often up to 56.1 µM), inactives show top-dose activity change, negative = inhibition, hits mostly inhibitors; hit rate 0.2% among 350,000; AID 2528;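 further: potency means the concentration at half of the fitted maximal effect; plate controls were vehicle for no effect and no enzyme for full effect; nearly all actives have a fitted effect of over 35% in size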
# Target sequence (P54132 whole entry, looked up): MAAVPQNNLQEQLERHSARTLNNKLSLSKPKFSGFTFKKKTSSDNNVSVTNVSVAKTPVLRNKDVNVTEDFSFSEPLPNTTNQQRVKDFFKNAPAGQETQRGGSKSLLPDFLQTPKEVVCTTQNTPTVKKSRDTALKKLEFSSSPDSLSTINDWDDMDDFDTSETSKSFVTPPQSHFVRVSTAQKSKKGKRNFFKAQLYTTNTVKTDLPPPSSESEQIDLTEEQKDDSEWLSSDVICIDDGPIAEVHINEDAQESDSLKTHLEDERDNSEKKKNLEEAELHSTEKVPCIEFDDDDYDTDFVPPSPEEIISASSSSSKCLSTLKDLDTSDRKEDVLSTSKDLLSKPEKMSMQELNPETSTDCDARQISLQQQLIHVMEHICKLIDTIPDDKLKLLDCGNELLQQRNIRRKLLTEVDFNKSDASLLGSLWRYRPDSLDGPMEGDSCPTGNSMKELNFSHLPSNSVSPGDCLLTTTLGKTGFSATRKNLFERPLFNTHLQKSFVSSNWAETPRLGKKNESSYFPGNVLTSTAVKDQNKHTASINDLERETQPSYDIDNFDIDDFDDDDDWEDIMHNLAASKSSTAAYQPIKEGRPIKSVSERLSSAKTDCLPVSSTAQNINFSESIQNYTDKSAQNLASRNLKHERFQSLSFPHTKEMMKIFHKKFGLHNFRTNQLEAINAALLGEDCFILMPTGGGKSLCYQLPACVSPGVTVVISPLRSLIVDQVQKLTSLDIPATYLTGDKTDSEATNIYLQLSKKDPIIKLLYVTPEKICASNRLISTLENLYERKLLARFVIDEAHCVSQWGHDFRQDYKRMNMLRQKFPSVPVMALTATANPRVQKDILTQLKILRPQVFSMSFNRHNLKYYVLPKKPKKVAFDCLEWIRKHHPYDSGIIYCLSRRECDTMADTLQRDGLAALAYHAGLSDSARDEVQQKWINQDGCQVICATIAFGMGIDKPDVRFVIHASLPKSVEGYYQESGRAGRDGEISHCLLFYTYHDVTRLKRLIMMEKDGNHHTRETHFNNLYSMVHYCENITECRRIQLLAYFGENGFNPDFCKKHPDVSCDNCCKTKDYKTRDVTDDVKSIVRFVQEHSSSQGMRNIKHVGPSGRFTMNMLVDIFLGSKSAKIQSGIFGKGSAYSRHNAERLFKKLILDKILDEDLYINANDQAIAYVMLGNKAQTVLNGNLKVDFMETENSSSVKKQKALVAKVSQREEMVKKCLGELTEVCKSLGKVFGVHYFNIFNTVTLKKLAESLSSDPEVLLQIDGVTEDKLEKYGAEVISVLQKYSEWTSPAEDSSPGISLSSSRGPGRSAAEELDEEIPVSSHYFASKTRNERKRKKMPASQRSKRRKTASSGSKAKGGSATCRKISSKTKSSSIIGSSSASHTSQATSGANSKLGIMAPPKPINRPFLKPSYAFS
# Pol beta inh: DNA polymerase beta (human) inhibition | Pol beta primer extension/strand displacement, fluorescence kinetic | P06746 | hit rate 1.3% among 340,000 | Potency, µM (highest dose often 114 µM), inactives show at the highest dose activity change, negative = inhibition, hits mostly inhibitors; further: potency means the concentration at half of the fitted maximal effect; on the % scale 0 is the no-effect control and ±100 the full control effect
#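 Enzyme-only controls used 10 nM Pol beta; buffer lacking enzyme served as negative control. Compound preincubated 15 min, then 50 nM substrate added; 0 and 10 min reads at room temperature.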
# APE1 inh: APE1 (human) endonuclease inhibition; P27695; recombinant APE1, TAMRA/BHQ-2 abasic DNA cleavage fluorescence; Potency, µM (top dose mostly 65.8 µM), for inactives: top-dose activity change, negative = inhibition, actives largely listed as inhibitors; hit rate 0.35% among 350,000; AID 2517;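 further: potency means the concentration at half of the fitted maximal effect; plate controls were vehicle for no effect and reference inhibitor for full effect; nearly all actives have a fitted effect of over 55% in size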
#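 APE1 at 0.75 nM preincubated 15 min at room temperature with compound. Reaction then started with 50 nM double-stranded THF-abasic substrate labelled with TAMRA/BHQ-2, and 525/598 nm fluorescence read kinetically. Activity taken as third-minus-first read difference, normalized to DMSO and NSC13755 controls.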
# The depositor's hits bear a star; ? = inconclusive; . = not tested or not shown; [ ] = dose if it differs, or a comment. Unless noted, the call rests on the fitted dose curve; in most records, active means well fitted curve in the direction sought with a large enough effect; inconclusive means small, poorly fitted or top-dose-only effect, or another doubt; inactive means no such curve, though single readings can be large; an effect the other way counts as inactive or inconclusive. A portion of the library; rates above refer to the full screens.
# Start of the data: the first 12 records, to show the layout:
[1] CCC(COC(=O)Nc1cccc(C)c1)NC(=O)OCC(C)C (stereo not given)
[2] Cc1ccc(C(=O)Nc2cnc3sc(C)nn3c2=O)cc1
[3] CCOC(=O)C(C)Oc1ccc(C2NC(=O)NC(C)=C2C(=O)Nc2ccccc2C)cc1 (stereo not given)
[4] Cc1ccccc1NC(=O)c1sc2nc3c(cc2c1N)CN(Cc1ccccc1)CC3
[5] CCOC(=O)CSc1cc(CSc2ccccc2)nc(-c2ccccc2)n1
[6] CN1CCN(c2ncnc3c2cnn3-c2cccc(Cl)c2)CC1
[7] COc1cc2c(cc1OC)CN(CC(=O)Nc1ccccc1SC)CC2
[8] C/C(=N\NC(=O)c1ccc(COc2ccccc2)cc1)c1ccncc1
[9] CCCCNS(=O)(=O)c1ccc(NC(=O)C(Sc2ccccc2)c2ccccc2)cc1 (stereo not given)
[10] Cc1ccc(S(=O)(=O)N2CCCCC2)cc1C(=O)N(C)CC(=O)Nc1ccc(Cl)c(C(F)(F)F)c1

assay / compound,1,2,3,4,5,6,7,8,9,10
Pol beta inh,53%,20%,-17%,29%,5%,-9%,-4%,?,?,-3%
LDHA inh,-5,-3,-8,2,0,-1,-5,-6,1,3
Pol kappa inh,-13%,9%,3%,-5%,-4%,-4%[60.1 µM],-13%,-5%,-11%,-2%
BLM inh,4%,2%,-4%,-3%,-7%,1%,0%,-8%,-14%,-13%
Anesthetic bind,-24%,0%,3%,5%,-5%,-11%,-13%,-13%,-4%,-12%
APE1 inh,-7%,15%,-2%,.,10%,.,-3%,2%,3%,-12%
Pol eta inh,-20%,6%,-1%,.,-11%,-24%,-5%,-3%,-16%,-24%
GRP78 ERSR act,4%,-3%,-2%,.,2%,-1%,-4%,-1%,-4%,5%
POLI inh,20%,18%,47%[activator],5%,18%,29%,20%,83%[activator],-1%,10%

[11] CCOC(=O)c1ccccc1NS(=O)(=O)c1ccccc1
[12] N/C(=N\OC(=O)/C=C/c1ccccc1)c1ccc(Br)cc1

assay / compound,11,12
Pol beta inh,20%,-5%
LDHA inh,-7,-17
Pol kappa inh,-17%,-8%
BLM inh,-3%,-6%
Anesthetic bind,-8%,-8%
APE1 inh,1%,-3%
Pol eta inh,-9%,1%
GRP78 ERSR act,0%,8%
POLI inh,-23%[58.9 µM],35%[activator]

# This part in full, repeating the preview:
[1] CCC(COC(=O)Nc1cccc(C)c1)NC(=O)OCC(C)C (stereo not given)
[2] Cc1ccc(C(=O)Nc2cnc3sc(C)nn3c2=O)cc1
[3] CCOC(=O)C(C)Oc1ccc(C2NC(=O)NC(C)=C2C(=O)Nc2ccccc2C)cc1 (stereo not given)
[4] Cc1ccccc1NC(=O)c1sc2nc3c(cc2c1N)CN(Cc1ccccc1)CC3
[5] CCOC(=O)CSc1cc(CSc2ccccc2)nc(-c2ccccc2)n1
[6] CN1CCN(c2ncnc3c2cnn3-c2cccc(Cl)c2)CC1
[7] COc1cc2c(cc1OC)CN(CC(=O)Nc1ccccc1SC)CC2
[8] C/C(=N\NC(=O)c1ccc(COc2ccccc2)cc1)c1ccncc1

assay / compound,1,2,3,4,5,6,7,8
Pol beta inh,53%,20%,-17%,29%,5%,-9%,-4%,?
LDHA inh,-5,-3,-8,2,0,-1,-5,-6
Pol kappa inh,-13%,9%,3%,-5%,-4%,-4%[60.1 µM],-13%,-5%
BLM inh,4%,2%,-4%,-3%,-7%,1%,0%,-8%
Anesthetic bind,-24%,0%,3%,5%,-5%,-11%,-13%,-13%
APE1 inh,-7%,15%,-2%,.,10%,.,-3%,2%
Pol eta inh,-20%,6%,-1%,.,-11%,-24%,-5%,-3%
GRP78 ERSR act,4%,-3%,-2%,.,2%,-1%,-4%,-1%
POLI inh,20%,18%,47%[activator],5%,18%,29%,20%,83%[activator]

[9] CCCCNS(=O)(=O)c1ccc(NC(=O)C(Sc2ccccc2)c2ccccc2)cc1 (stereo not given)
[10] Cc1ccc(S(=O)(=O)N2CCCCC2)cc1C(=O)N(C)CC(=O)Nc1ccc(Cl)c(C(F)(F)F)c1
[11] CCOC(=O)c1ccccc1NS(=O)(=O)c1ccccc1
[12] N/C(=N\OC(=O)/C=C/c1ccccc1)c1ccc(Br)cc1
[13] NC(=O)C1CCN(C(=O)c2ccc3ccccc3c2)CC1
[14] CCOC(=O)c1oc2c(c1C)-c1nn(Cc3c(F)cccc3Cl)cc1CC2
[15] O=C1CCC(=O)N1c1nc2n(n1)C(c1ccccc1)C=C(c1ccc(Br)cc1)N2 (stereo not given)
[16] CCOC(=O)CCSc1nc(C)c2cc(C)ccc2n1

assay / compound,9,10,11,12,13,14,15,16
Pol beta inh,?,-3%,20%,-5%,0%,-5%,27%,1%
LDHA inh,1,3,-7,-17,-6,-2,-3,-5
Pol kappa inh,-11%,-2%,-17%,-8%,5%,-5%,-1%,-13%
BLM inh,-14%,-13%,-3%,-6%,3%,-4%,2%,-3%
Anesthetic bind,-4%,-12%,-8%,-8%,-2%,?,351%[activator],-22%
APE1 inh,3%,-12%,1%,-3%,33%,.,4%,9%
Pol eta inh,-16%,-24%,-9%,1%,-14%,.,-3%,13%
GRP78 ERSR act,-4%,5%,0%,8%,2%,.,-2%,-3%
POLI inh,-1%,10%,-23%[58.9 µM],35%[activator],34%[activator],4%,5%,7%

[17] CN(CC(=O)NCc1ccc(F)cc1)S(=O)(=O)c1ccc(Br)s1
[18] CS(=O)(=O)c1ccc(Cl)c(NC(=O)COC(=O)c2ccc(-n3cnnn3)cc2)c1
[19] CN1CCN(c2ncc3nc(-c4cc(F)cc(F)c4)c(=O)n(CCc4ccccc4)c3n2)CC1
[20] COC(=O)CCN1CCC2CC1c1cc(-c3cccc(C)c3)ccc12 (stereo not given)
[21] COCc1[nH]nc2c1C(c1c(F)cccc1Cl)C(C#N)=C(N)O2 (stereo not given)
[22] COC(=O)CC1C(=O)NCCN1C(=O)Nc1cccc(Cl)c1 (stereo not given)
[23] CCOC(=O)c1cccnc1SCC(=O)NCc1ccccc1
[24] Cn1c(SCc2n[nH]c(=S)o2)nnc1-c1ccccc1

assay / compound,17,18,19,20,21,22,23,24
Pol beta inh,-1%,.,.,.,0%,-1%,-2%,-8%
LDHA inh,-1,-13,.,4,-5,-1,-3,-2
Pol kappa inh,6%,-9%,5%[60.1 µM],3%,-7%,10%,-5%,10%
BLM inh,-4%,.,0%,.,4%,-6%,-3%,0%
Anesthetic bind,1%,.,.,.,-11%,-6%,-10%,-8%
APE1 inh,72%[activator],-9%,7%,.,20%,6%,18%,-1%
Pol eta inh,-17%,7%,.,-15%,-5%,-11%,-16%,-18%
GRP78 ERSR act,1%,-1%,-7%,-1%,-2%,-3%,-3%,-2%
POLI inh,49%[activator],10%,.,25%,13%,52%[activator],3%,19%

[25] Cc1cn(C)c(CC(=O)Nc2cccc(Cl)c2C)c1C(=O)O
[26] Cc1ccccc1CN(CC1CCC(C(=O)O)CC1)C(=S)Nc1ccccc1F (stereo not given)
[27] Cc1cc(C)c(S(=O)(=O)/N=C2\C=C(Nc3ccc(C(=O)O)cc3)C(=O)c3ccccc32)c(C)c1
[28] CCCNC(=O)c1ccc2c(c1)N=C(CCC)c1ccccc1S2
[29] Cn1c(=O)n(Cc2ccc(Cl)cc2)c(=O)c2c1nc1n2CCN1Cc1ccco1
[30] CC(=O)N1c2ccc(S(=O)(=O)N3CCCC(C(=O)NCc4ccccc4)C3)cc2CC1C (stereo not given)
[31] FC(F)(F)C1=CC(c2ccccc2)=NCCN1
[32] CCN1CCN(C(=O)C2CCN(Cc3cc(Cl)ccc3O)CC2)CC1

assay / compound,25,26,27,28,29,30,31,32
Pol beta inh,0%,4%,22µM*,3%,-18%,11%,-7%,-12%
LDHA inh,1,-16,41,4,-4,-12,1,-23
Pol kappa inh,4%[60.1 µM],-2%,89µM*,14%,-5%,4%,-3%,0%
BLM inh,2%,0%,?,-3%,-3%,-2%,0%,-6%
Anesthetic bind,-6%,2%,2%,?,-17%,-10%,-15%,-15%
APE1 inh,.,18%,-22%,.,-8%,28%,3%,6%
Pol eta inh,-7%,-9%,11µM*,-13%,-6%,-20%,-14%,-5%
GRP78 ERSR act,-4%,-1%,-18%,-2%,-4%,-2%,0%,-4%
POLI inh,-2%,-12%,14µM*,8%,10%,23%,-14%,?

[33] Cc1cccc(C)c1NC(=S)N1CCCN(C)CC1
[34] COc1ccc2oc(C(=O)OCC(=O)Nc3cc(S(=O)(=O)N4CCOCC4)ccc3OC)c(C)c2c1
[35] O=C(COc1ccc(Br)cc1F)NCC1(N2CCCCC2)CCCCC1
[36] CCS(=O)(=O)c1ccc2oc(SCC(=O)N3c4ccccc4CC3C)nc2c1 (stereo not given)
[37] CC1(c2nnc(-c3ccccc3)o2)CC(c2ccccc2)=NO1 (stereo not given)
[38] COc1cc(OC)cc(-c2nnc(N(C)C(=O)c3ccncc3)s2)c1
[39] COc1cc(/C=N/NC(=O)c2cc(C3CC3)[nH]n2)cc(OC)c1OC
[40] CCCNC(=O)C(Cc1ccc(Cl)cc1)NC(=O)c1ccc(C#N)cc1 (stereo not given)

assay / compound,33,34,35,36,37,38,39,40
Pol beta inh,35%,.,.,-1%,.,11%,?,.
LDHA inh,-3,-4,3,-5,1,2,-2,-5
Pol kappa inh,-13%,-10%,8%,-7%,0%,-5%,-17%,-3%
BLM inh,1%,.,.,1%,.,2%,-7%,.
Anesthetic bind,1%,.,.,-13%,.,-8%,1%,.
APE1 inh,6%,-13%,3%,-6%,.,-5%,16%,12%
Pol eta inh,-7%,5%,-18%,-3%,-10%,-24%,-16%,-12%
GRP78 ERSR act,-5%,-2%,-4%,-3%,0%,-2%,0%,-4%
POLI inh,89%[activator],?,-8%,-2%,-22%,7%,?,12%
